Insulin prom inh: TRM-6 insulin promoter activity inhibition | TRM-6 cells (human fetal islet line), insulin promoter-eGFP reporter, imaging; reporter expression induced with tamoxifen | AID 1273 | inhibition, % at 2 µM | actives 0.9% (n = 130,000);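 active means inhibition above the mean plus 3 SD, with well images judged a real hit on visual review, cut at about 60% in these data, passing the limit was not always enough; inconclusive means inhibition over the cutoff but images rejected on review; inactive means inhibition not above the cutoff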
sdo1 growth: restores growth of sdo1-depleted yeast | S. cerevisiae sdo1-depleted JHY4D growth rescue, OD600 30 h; active compounds read high; pdr5 snq2 efflux-pump mutant strain | z-score at 10 µM | actives 0.21% (n = 140,000);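 active means z-score above 3 at both the 24 hr and the 30 hr optical density reads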;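 further: z-score against mean and SD of all compound wells on the same plate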
sdo1 growth Rescue 24 h: also measured in sdo1 growth; calls as there; z-score; S. cerevisiae sdo1-depleted JHY4D growth rescue, OD600; measured here: growth rescue at 24 h;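 0 is the plate mean of compound wells and units are plate SD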
* marks the source's active call; other numbers are inactive results; ? = inconclusive; / = no result given.

SMILES	Insulin prom inh	sdo1 growth	sdo1 growth Rescue 24 h
Cc1ccc(N2C(=O)C3NN=C(C(=O)OCc4ccccc4)C3C2=O)cc1 (stereo not given)	4	-0.04	0.05
O=C(O)CSCC(=O)Nc1ccc(C(=O)O)cc1	-3	-0.68	-1
Cc1ccc2cc(/C=C(\C#N)C(N)=O)c(N3CCCCC3)nc2c1	53	-1.6	-0.53
CC(/C=C/c1ccco1)=N\NC(=O)c1cccnc1	48	0.99	1.2
C=CCc1ccc(OCC(O)CN2CCN(Cc3ccccc3)CC2)c(OC)c1 (stereo not given)	21	/	/
CCC1CCCCN1C(=O)C1CC(c2cc(Cl)c(OC)cc2OC)=NO1 (stereo not given)	-23	-1.7	-1.3
C/C(=N\NC(=O)c1cccc(N/N=C(\C)c2ccco2)c1)c1ccco1	82*	/	/
Cc1ccc(S(=O)(=O)N/N=C/c2c(F)cccc2Cl)cc1	23	-0.73	-0.6
CC(C)N1CCc2c(sc(NC(=O)CCc3ccccc3)c2C(N)=O)C1	-67	/	/
Cc1cccc(NC(=O)C23CCC(C)(C2Br)C3(C)C)c1 (stereo not given)	-18	-0.7	-1.4
O=c1cc(N2CCCCC2)c(-c2ccccc2)nn1Cc1ccc(F)cc1	-77	/	/
O=C(Nc1cccc(F)c1)NC1CC2CCCC(C1)N2C1CC1 (stereo not given)	19	0.37	0.34
Nc1nc2ccc(OC(F)(F)F)cc2s1	19	0.42	0.04
Cc1cc2n(c1)CCn1c(C)ccc1-2	/	0.17	0.74
CCN(CC)CCNC(=O)c1c(C)n(-c2ccccc2)c2cc(Br)c(OC)cc12	-8	-1.4	-0.75
Cc1cccc(C2CC(c3ccccc3)Nc3ncnn32)c1 (stereo not given)	/	-0.67	-0.8
COc1ccc(C(C(=O)NC2CCCC2)N(C(=O)c2snc(-c3ccc(F)cc3)c2N)c2ccccc2)cc1 (stereo not given)	12	0.35	0.63
CC(=O)C1C(c2cccc(Oc3ccccc3)c2)NC(=O)NC1(O)C(F)(F)F (stereo not given)	9	0.67	0.6
O=C(Cn1nnc(-c2ccccc2NC(=O)C2CC2)n1)NC1CCCCC1	38	0.46	0.79
CCC(C(=O)Nc1cc(C)nn1-c1nc(C)cc(C)n1)c1ccccc1 (stereo not given)	/	-1.3	-0.59
Cc1cccc(C)c1NC(=O)Cn1nc(-c2ccccc2)nc1-c1ccccc1	/	-0.49	1.1
CC1CCN(C(=O)/C=C/c2ccc(C(C)(C)C)cc2)CC1	-41	-0.16	0.18
Cc1nnc(SCC(=O)Nc2ccc(Cl)cn2)[nH]c1=O	-25	0.76	0.65
Cc1nc(C(C)(C)O)n(-c2ccccc2)n1	17	0.97	0.5

Structures from the list above that have a CF3 group (2):
SMILES	Insulin prom inh	sdo1 growth	sdo1 growth Rescue 24 h
Nc1nc2ccc(OC(F)(F)F)cc2s1	19	0.42	0.04
CC(=O)C1C(c2cccc(Oc3ccccc3)c2)NC(=O)NC1(O)C(F)(F)F (stereo not given)	9	0.67	0.6

More results
SMILES	Insulin prom inh	sdo1 growth	sdo1 growth Rescue 24 h
COc1cc(CC(=O)OCC(=O)Nc2cc([N+](=O)[O-])ccc2Cl)cc(OC)c1OC	/	0.25	-0.53
CC(=O)Nc1ccc(C(=O)OCC(=O)Nc2ccccc2Sc2ccccc2)cc1	0	-1.8	-2.1
CCCCC(=O)Nc1cc(C)c2c(=O)oc3ccccc3c2n1	/	-0.93	-1.5
CC1(C)CC(=O)C(C=NC(CCC(N)=O)C(=O)O)=C(O)C1 (stereo not given)	9	1.6	1.8
Cc1c(N=C2SCC(=O)N2/N=C\c2ccc(Br)cc2)c(=O)n(-c2ccccc2)n1C	-20	0.23	-1.4
C/C(=N/Nc1nc(-c2ccccc2)cc(-c2ccccc2)n1)c1ccc(N)cc1	/	-0.97	-1.1
CN1/C(=C\C=C2\N=C(c3ccc(F)cc3)OC2=O)C(C)(C)c2ccccc21	-121	-1.1	0.24
O=C(CSc1ccc2ccccc2c1)Nc1nc2ccccc2[nH]1	-44	-1.1	-0.79
CCOC(=O)C1C(=O)NC(SCC(N)=O)=C(C#N)C1c1ccccc1OCC (stereo not given)	9	-1.3	-0.53
O=C(c1ccc(OCC2CCCO2)cc1)N1CCN(c2ccccc2)CC1 (stereo not given)	0	0.54	0.66
Cc1ccc(NCc2nnc(SCC(=O)NCc3ccco3)n2CC2CCCO2)c(C)c1 (stereo not given)	/	0.65	-0.09
S=C(Nc1cccc(Cl)c1)N1CCN(Cc2ccccc2)CC1	3	-0.52	-0.26
C=CCn1c(SCC(=O)NC2CCCCC2)nnc1-c1sc(N)nc1C	50	-0.28	-0.13
N#CC1=C(N)n2c(s/c(=C\c3cccs3)c2=O)=C(C#N)C1c1cccs1 (stereo not given)	/	-0.2	0.99
CN(C)CCCN1c2ccccc2Sc2ccc(C(F)(F)F)cc21	-27	-2.3	-1.9
N#CC1=C(N)Oc2cc(N)ccc2C1C1CCCCC1 (stereo not given)	-333	-0.25	-0.23
O=C(Nc1ccc(-c2nc3ccccc3o2)c(O)c1)c1cc(-n2cnnc2)ccc1Cl	-27	-0.65	-0.79
O=C(Cn1c(=O)n(Cc2ccco2)c(=O)c2cc(Cl)ccc21)NCC1CCCO1 (stereo not given)	-26	0.41	0.24
CC(C)(C)c1ccc(C(=O)c2c[nH]c(C(=O)NCCCN3CCOCC3)c2)cc1	/	0.56	-0.11
Cc1ccccc1Cn1ccc(NC(=O)CCSc2nc(-c3ccco3)cc(C(F)(F)F)n2)n1	-51	-0.52	-0.02
COc1ccc(OC)c(S(=O)(=O)N(C)CC(=O)O)c1	/	1.4	1.9
N#C/C(=C/c1ccc(-c2ccc(S(N)(=O)=O)cc2)o1)C(=O)Nc1ccccc1	/	0.1	-0.28
NC(=O)C1CCN(C(=O)CSc2ccccn2)CC1	47	0.61	-0.59
O=C(Nc1nc(-c2nc3ccccc3s2)cs1)c1ccco1	?	-0.55	0.54
COc1ccc(-c2nnc(SCc3nnc(-c4cccs4)o3)n2CC2CCCO2)cc1 (stereo not given)	-6	0.75	-0.35
CCOc1ccccc1NC(=O)c1cccc2c1C(=O)N(CCOC)C2	/	-0.41	-0.84
Cc1cc(=O)[nH]c(=S)n1-c1ccccc1	-6	0.41	0.14
COC(=O)C(NC(=O)c1ccccc1)(Nc1nc(C)cs1)C(F)(F)F (stereo not given)	/	-0.95	-1.5
CC1CC(Nc2ccccc2)c2ccccc2N1C(=O)c1ccncc1 (stereo not given)	6	/	/
CC(NC(=O)c1ccc(N(C)C)cc1)C1CC2CCC1C2 (stereo not given)	3	0.72	0.24
COCCn1c(SCc2nc3ccccc3c(=O)[nH]2)nnc1-c1ccncc1	33	0.08	0.25
C=CCNc1nc(-c2sc(NC(C)=O)nc2C)cs1	-71	0.6	0.78
CC12CNCC(C)(CN(C(c3ccccc3)c3ccccc3)C1)C2	-19	0.39	-0.3
Cc1ccc(NC(=O)c2cccs2)cc1S(=O)(=O)N(C)C	-8	-0.49	-0.73
COc1ccc(C(=O)Sc2ccc(C)cc2)cc1OC	26	-0.92	-1.1
CCOC(=O)N1CCN(C(=O)COC(=O)c2ccc(O)cc2O)CC1	-40	/	/

Arranged by SMILES length (descending): some entries from above
SMILES	Insulin prom inh	sdo1 growth	sdo1 growth Rescue 24 h
COc1ccc(-c2nnc(SCc3nnc(-c4cccs4)o3)n2CC2CCCO2)cc1 (stereo not given)	-6	0.75	-0.35
COC(=O)C(NC(=O)c1ccccc1)(Nc1nc(C)cs1)C(F)(F)F (stereo not given)	/	-0.95	-1.5
Cc1cc(=O)[nH]c(=S)n1-c1ccccc1	-6	0.41	0.14

Next compounds follow.
SMILES	Insulin prom inh	sdo1 growth	sdo1 growth Rescue 24 h
CC(N=c1ccccn1C(=O)Nc1ccc(Cl)cc1)c1ccco1 (stereo not given)	/	-0.35	-0.36
Cc1ccc(C(=O)NCc2cccnc2)cc1S(=O)(=O)Nc1ccccc1	-10	/	/
CCSc1ncc(C#N)c(N)n1	-9	0.61	0.12
C=CCOc1c(Br)cc(C2C3=C(CCCC3=O)N(C)C3=C2C(=O)CCC3)cc1OCC	-16	0.8	1.4
Cc1ccccc1CSc1nnc(C)n1N	-109	-0.53	-0.89
COC(=O)[C@@H]1CCCN1Cc1nc(Cc2ccccc2F)no1	-40	/	/
N#CCCN1CCN(S(=O)(=O)c2ccc(S(=O)(=O)N3CCOCC3)cc2)CC1	30	0.1	-0.58
CCN1CCN(Cc2ccc(NC(=O)Nc3ccc(SC)cc3)cc2)CC1	-52	-0.88	-0.95
CC(C)c1ccc(/C=C/C(=O)N2CCCCCC2)cc1	6	-1	-0.95
CCOc1cc(C)c(Cl)cc1S(=O)(=O)N(CC)CC	-55	-0.92	0.07
O=C(/C(Br)=C/Nc1cc(Cl)ccc1Cl)C(F)(F)F	-27	-0.37	-0.58
CCCCC(=O)Nc1cccc2c1C(=O)N(c1ccccc1)C2=O	31	-1.9	-1.5
CC(C)c1cc(NCC2CCCO2)n2c(nc3ccccc32)c1C#N (stereo not given)	-79	-2	-1.1
COc1ccc(N(CC(=O)Nc2cccc(SC)c2)S(C)(=O)=O)cc1Cl	-58	-0.44	-1.4
COc1cccc(/C=N/Nc2nnc(C)n2N)c1OCc1ccccc1Cl	/	-0.58	-1.1
COc1ccc(-n2c(C)cc(-c3cn4cccc(C)c4n3)c2C)cc1	-89	/	/
C#CCSc1nccc(-c2nn(-c3ccc(C)cc3)ccc2=O)n1	/	-1.4	-1.2
Cc1cn2c(nc1=O)OC1C(O)C(COC(=O)c3ccccc3)OC12 (stereo not given)	/	0.44	0.16
Cc1nc([N+](=O)[O-])c(Sc2nc3ccc([N+](=O)[O-])cc3[nH]2)n1Cc1ccccc1	-4	-0.35	-0.51
COC(=O)c1ccc(CSc2nc3c(c(=O)n2-c2ccc(F)cc2)SCC3)o1	-3	-0.51	-0.29
NS(=O)(=O)c1ccc(CCNC(=O)Cc2c[nH]c3ccccc23)cc1	-31	0.99	0.6
Cc1cccc(/N=C/c2c(O)ccc3oc4c(c23)CCCC4)n1	-36	-0.61	-0.22
Cc1cccc(-n2cnc3cc([N+](=O)[O-])ccc32)c1	/	0.24	0.02
NC(=O)c1ccccc1NS(=O)(=O)c1cccs1	-462	0.85	0.38

The closing 2 compounds of the part before open the next one:
SMILES	Insulin prom inh	sdo1 growth	sdo1 growth Rescue 24 h
Cc1cccc(-n2cnc3cc([N+](=O)[O-])ccc32)c1	/	0.24	0.02
NC(=O)c1ccccc1NS(=O)(=O)c1cccs1	-462	0.85	0.38
O=C(Nc1cccc(C(=O)N2CCCC2)c1)c1ccccc1Cl	17	0.47	0.27
CCC(C)N(C)C1CCN(C(=S)Nc2cccc(OC)c2)CC1 (stereo not given)	12	/	/
COCc1cc(N2CCN(c3ccccc3F)CC2)nc(-c2ccccc2)n1	40	/	/
CC(=O)OC1COC(n2ccc3cc([N+](=O)[O-])ccc32)C(OC(C)=O)C1OC(C)=O (stereo not given)	13	0.99	1.3
O=C(NNC(=O)c1cc(-c2ccccc2)nn1-c1ccccc1)c1ccccc1	38	-0.44	-0.89
CCN(CC)S(=O)(=O)c1cccc(-c2nnc(SCc3nc4ccccc4s3)o2)c1	87*	-1.4	-1
O=C(N/N=C/c1c(O)n(-c2ccc(Cl)cn2)c(=O)c2ccccc12)C1CC1	/	0.51	-0.14
Cc1ccc(C)c(NC(=O)C2Cc3ccccc3CN2C(=O)OCc2ccccc2)c1 (stereo not given)	21	-0.79	-0.63
COc1ccc(Cc2nc3ccccc3n2CC(=O)N/N=C/c2ccc(C)cc2O)cc1OC	-47	-0.13	0.23
CCOc1ccc(C(=O)N2CCCC2C(=O)O)cc1 (stereo not given)	25	1.8	0.43
COc1ccc(N2CCN(CC(=O)NC(=O)NC(C)(C)C)CC2)cc1	27	/	/
Cc1csc(NC(=O)c2ccc(-c3ccc(Cl)cc3Cl)o2)n1	-47	0.1	1.8
CCCCNC(=O)c1ccc2c(c1)N(CC)C(=O)CS2	/	-0.05	-0.56
CC(CC1C(C#N)=C(N)OC2=C1C(=O)CCC2)c1ccccc1 (stereo not given)	/	-0.3	-0.3
Cc1cc(C(=O)NN=C2C3CC4CC(C3)CC2C4)c2ccccc2n1	26	0.68	-0.59
COc1ccc(/C=C/C(=O)Nc2nc(C)c(C(=O)N(C)C)s2)cc1	43	0.39	0.56
COCCCN1Cc2cccc(C(=O)O)c2C1=O	/	0.12	0.04
Cc1cc(=O)oc(C)c1C(=O)NCCC(C)C	18	-0.15	-0.35
CCC(C)(C)n1nnnc1C(c1ccncc1)N1CCC(Cc2ccccc2)CC1 (stereo not given)	-233	-1.7	-1.4
COc1ccccc1OCC(=O)NCCNC(=O)COc1ccccc1OC	/	-0.41	-0.85
COCCn1nnnc1C(c1ccc(O)c(OC)c1)N1CCc2ccccc2C1 (stereo not given)	/	0.16	0.13
O=C(NC(=S)NCCN1CCOCC1)c1ccccc1Br	60	0.24	-1.1
Cc1ccc2cccc(NC(=S)NC(=O)c3ccccc3)c2n1	6	-0.86	-0.08
CO/N=C/C(=N\Nc1ccc(C)cc1)C(=O)c1ccc(OC)cc1	0	-0.95	-0.32
NC(=O)c1cc2nc(-c3ccco3)cc(C(F)(F)F)n2n1	54	0.93	1.1

One compound at a time, as listed above.
CCN1CCN(Cc2ccc(NC(=O)Nc3ccc(SC)cc3)cc2)CC1 reads Insulin prom inh: -52; sdo1 growth: -0.88; sdo1 growth Rescue 24 h: -0.95
COc1ccc(/C=C/C(=O)Nc2nc(C)c(C(=O)N(C)C)s2)cc1 reads Insulin prom inh: 43; sdo1 growth: 0.39; sdo1 growth Rescue 24 h: 0.56

Screening data as filed in PubChem.

An excerpt (hit frequency here may not be typical).
